Screening results as filed in PubChem.
Pf growth 96h: P. falciparum growth inhibition at 96 hours; Potency, µM (top dose mostly 28.7 µM), for the others: at the highest dose activity change, negative = inhibition, most hits filed as inhibitors; AID 504834; P. falciparum luciferase reporter growth, 96 h; 320,000 compounds, 6.9% hits; also: potency is read from the fitted curve at half-maximal effect; % is scaled to controls: 0 for no effect and ±100 for the full control effect
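P. falciparum expressing integrated firefly luciferase grown in erythrocytes (2% hematocrit, 0.05% parasitemia final) with compounds for 96 hours at 37 C, 5% CO2. Growth inhibition read as loss of luminescence after adding luciferase detection reagent.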
FBPA Giardia inh: blocks Giardia fructose-bisphosphate aldolase activity; 290,000 compounds, 0.71% hits; purified Giardia FBPA; A8B2U2; Potency, µM (titrated, usually from 59.6 µM), without a hit: at the top dose activity, negative = inhibition, actives largely listed as inhibitors; also: potency is read from the fitted curve at half-maximal effect; % is scaled to controls: 0 for no effect and ±100 for the full control effect; nearly all actives have a fitted effect of over 55% in size
Target sequence (A8B2U2 whole entry, looked up): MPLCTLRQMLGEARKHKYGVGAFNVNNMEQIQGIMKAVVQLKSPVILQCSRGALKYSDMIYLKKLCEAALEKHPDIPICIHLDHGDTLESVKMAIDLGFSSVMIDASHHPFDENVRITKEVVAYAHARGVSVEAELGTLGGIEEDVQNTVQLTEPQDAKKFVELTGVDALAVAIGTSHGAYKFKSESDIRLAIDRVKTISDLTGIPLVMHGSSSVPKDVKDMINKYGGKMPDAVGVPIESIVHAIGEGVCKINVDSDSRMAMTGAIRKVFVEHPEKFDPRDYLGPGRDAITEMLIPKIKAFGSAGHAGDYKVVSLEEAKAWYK
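40 nM FBPA preincubated 10 min at RT with compound (up to 57.5 uM final), then substrate plus GAPDH/TPI/NAD/arsenate coupling and diaphorase/resazurin added. Fluorescence read after 20 min at RT, 525/598 nm.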
HCV inh: blocks hepatitis C virus. Potency, µM (highest dose often 41.8 µM), inactives show at the highest dose activity change, negative = inhibition, usual class: inhibitors. Huh7.5.1 HCVcc-Cre infection, luciferase reporter, 44 h. AID 651820. 340,000 compounds, 3.4% hits; also: potency is read from the fitted curve at half-maximal effect; % is scaled to controls: 0 for no effect and ±100 for the full control effect
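Cells seeded at 1,000/well and cultured 4 h, then compounds added followed by HCVcc-Cre virus (~0.5 moi). After 44 h further culture, luciferase substrate was added, plates held 15 min at room temperature, and luminescence read for 15 sec.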
Cycloheximide cs: affects cycloheximide protein synthesis inhibition readout, counter-screen | cell reporter, cycloheximide protein synthesis inhibition counterscreen | max response, % | 300,000 compounds, 12% hits | AID 2314; in the data active = max response mostly above about 13%, no sharp cut-off; inactive = mostly below about 14%; also: read at 38.3 µM for the half of the compounds with a filed dose; 0% is about no effect
Shiga inhibitor: blocks Shiga toxin action in Vero cells. 290,000 compounds, 9.2% hits. Vero cells, Shiga toxin protein synthesis inhibition reporter. inhibition, % at 38.7 µM; in the data active = inhibition mostly above about 28%, no sharp cut-off; inactive = mostly below about 43%; also: 0% is about no effect
Pf growth 48h: P. falciparum growth inhibition at 48 hours (one generation). Potency, µM (series often up to 28.7 µM), for the others: top-dose activity change, negative = inhibition, hits mostly inhibitors. AID 504832. 310,000 compounds, 5.9% hits. P. falciparum luciferase growth in erythrocytes, 48 h; also: potency is read from the fitted curve at half-maximal effect; % is scaled to controls: 0 for no effect and ±100 for the full control effect
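Compounds are pin-transferred into medium, infected erythrocytes (2% hematocrit, 0.1% parasitemia final) are added, and plates sit one parasite generation at 37 C in 5% CO2. Detection reagent is then added and luminescence measured.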
Numbers without * were called inactive; i = inactive; ? = inconclusive; . = not tested or not shown; [ ] = dose if it differs, or a comment. Unless noted, calls follow the shape of the dose curve; as a rule, active = well fitted curve in the direction sought with a large enough effect; inconclusive = small, poorly fitted or top-dose-only effect, or another doubt; inactive = no such curve, though single readings can be large; an effect the other way counts as inactive or inconclusive.

SMILES	Pf growth 96h	FBPA Giardia inh	HCV inh	Cycloheximide cs	Shiga inhibitor	Pf growth 48h
CCOC(=O)C(C)On1c(-c2cccc(Cl)c2)nc2ccc([N+](=O)[O-])cc21 (stereo unspecified)	.	?	?	46*	102*	?
Cc1ccc(-c2noc(CN(C(=O)C(c3ccccc3)c3ccccc3)C(C)C)n2)cc1	?	-1%	-29%	2	-6	?
CC(Cc1ccccc1)C(=O)NCc1nc2ccccc2s1 (stereo unspecified)	10%	4%	16%	19*	30*	57%[activator]
C/C(=N\NC(=O)c1ccco1)c1ccc(C(=O)O)s1	-13%	.	6%	50*	80*	1%
Cc1cc(C)nc(N2CCCC(C(=O)Nc3nnc(C(C)(C)C)s3)C2)n1 (stereo unspecified)	-28%	4%	?	-2	-7	13%
CC(NC(=O)NCCCC(=O)O)(C(F)(F)F)C(F)(F)F	5%	2%	17%	-2	39	.
COc1cccc(CNC(=O)CCC2CCCN(C(=O)c3ccoc3C)C2)c1 (stereo unspecified)	-7%	1%	-2%	6	6	2%
CCc1nnc(NC(=O)c2sc3nc4c(cc3c2N)CCCCC4)s1	?	7%	-2%	42*	46*	57%[activator]
C=CCNC(=S)Nc1ccc(Br)cc1F	89%[activator]	-17%	?	19	1	35%
CCOc1ccc(S(=O)(=O)N(C(=O)c2ccco2)c2cc3sc(=O)oc3c3ccccc23)cc1	?	?	0%	-2	-9	?
CN(C)CCCNCCCCNC(=O)/C=N/O	-6%	-8%[12.9 µM]	7%	-1	13	19%
COc1ccc(C(=O)NCc2nnc(SCC(=O)N3CCC(C)CC3)o2)cc1OC	?	4%	1%	-2	-10	.
O=C(NCCc1ccc(F)cc1)c1ccc(S(=O)(=O)N2CCCC2)cc1	?	.	-9%	.	.	?
O=C(O)CCCNc1ccc([N+](=O)[O-])c(NCCCC(=O)O)n1	18%	11%	-6%	4	-10	-1%
O=C(c1ccco1)N1CCN(Cc2cccc(F)c2)CC1	.	11%	9%	11	21	10%
Cc1ccc(-n2c(SCC(=O)Nc3nccs3)nc3c(c2=O)SCC3)cc1	?	7%	9%	-2	-10	?
C=CCN(CC=C)CCOc1cccc2ccccc12	0%	?	2%	-2	2	-4%
Cc1nc2ccc(NC(=O)N3CCN(c4ccccn4)CC3)cc2s1	?	-5%	2%	7	70	-16%
CC(C)(C)Cc1nc(-c2ccccn2)no1	4%	2%	2%	34*	76*	140%[activator]
COc1ccc(N2C(=O)CSC2c2ccc3c(c2)OCO3)c(OC)c1 (stereo unspecified)	6%	7%	15%	1	-15	-2%
COc1ccccc1CN1CC(C(=O)NCc2ccc(N3CCCC3=O)cc2)CCC1=O (stereo unspecified)	-6%	.	-11%	10	-1	7%
FC(F)(F)c1nc(N2CCCC2)ncc1-c1nnnn1-c1ccc(Cl)cc1	-2%	-7%	10µM*	-2	9	.
COc1cc(S(=O)(=O)N2CCCCCC2)c(OC)cc1Br	1%	3%	?	-3	-11	.
CSCC[C@H](NC(=O)[C@H](CC(C)C)NC(=O)CNC(=O)[C@H](Cc1ccccc1)NC(=O)[C@H](Cc1ccccc1)NC(=O)[C@H](CCC(N)=O)NC(=O)[C@H](CCC(N)=O)NC(=O)[C@@H]1CCCN1C(=O)[C@H](CCCCN)NC(=O)[C@@H]1CCCN1C(=O)[C@@H](N)CCCN=C(N)N)C(N)=O	.	1%	.	-7	-3	.
O=C(c1cc(=O)[nH]c2ccccc12)N1CC=C(c2ccccc2)CC1	43%[activator]	.	18%	.	.	-5%
CC1(C)Cc2ccccc2-c2nnc(-c3ccco3)n21	.	-10%	19%	1	13	22%
CC(=O)Nc1sc(C)c(C)c1C(=O)OCC(=O)Nc1cc(S(C)(=O)=O)ccc1Cl	-12%	-5%	-25%	1	-1	?
COc1cccc(C(=O)NNC(=O)c2cccnc2)c1	35%[activator]	10%	-7%	7	-7	23%
Cc1ccccc1Nc1nc(-c2ccccc2)c(C(=O)Nc2cccnc2)s1	?	-19%	?	16*	-16	-9%
Cn1c(=O)n(C)c2cc(N3CCOCC3)c(NC(=O)c3cccc(Cl)c3)cc21	1.7µM*	10%	?	22	2	0%
CSc1sc(C(=O)O)c(C)c1C(C)=O	14%	0%	13%	5	27	.
COc1ccccc1CCNC(=O)c1ccc(Br)s1	?	.	-22%	37*	63*	27%
C[C@H](NC(=O)c1nc[nH]c1C(=O)N[C@@H](CCCCN)C(=O)OC(C)(C)C)C(=O)OC(C)(C)C	54%[activator]	.	16%	.	.	?
CC1CCN(CC(O)COc2ccc(-c3ccccc3)cc2)CC1 (stereo unspecified)	-16%	?	?	5	.	?
COc1cc2[nH]c(=S)n(Cc3ccco3)c(=O)c2cc1OC	.	0%	.	9	-2	10%
COc1ccc(-c2cc(C(=O)Nc3cc(C)on3)c3ccccc3n2)c(OC)c1	77%[activator]	.	-19%	6	-22	?
Cc1cc(C)c(NC(=O)CNC(=O)COC(=O)Cc2cccs2)c(C)c1	38%[activator]	.	9%	.	.	-7%
CCn1c(SCC(=O)Nc2cc(C)on2)nnc1-c1ccco1	.	-3%	-2%	7	13	20%
CCOc1cc(C(=O)NCC(=O)N/N=C/c2sccc2C)cc(OCC)c1OCC	-14%	13%	-10%	6	-10	?
CCOC(=O)C1CCCN(C(=O)c2cc(S(=O)(=O)N3CCCCC3)ccc2Cl)C1 (stereo unspecified)	10µM*	.	?	.	.	?

Structures from the list above that have an aryl thioether with sulfur outside any ring (4):
SMILES	Pf growth 96h	FBPA Giardia inh	HCV inh	Cycloheximide cs	Shiga inhibitor	Pf growth 48h
COc1ccc(C(=O)NCc2nnc(SCC(=O)N3CCC(C)CC3)o2)cc1OC	?	4%	1%	-2	-10	.
Cc1ccc(-n2c(SCC(=O)Nc3nccs3)nc3c(c2=O)SCC3)cc1	?	7%	9%	-2	-10	?
CSc1sc(C(=O)O)c(C)c1C(C)=O	14%	0%	13%	5	27	.
CCn1c(SCC(=O)Nc2cc(C)on2)nnc1-c1ccco1	.	-3%	-2%	7	13	20%

(listing goes on)
SMILES	Pf growth 96h	FBPA Giardia inh	HCV inh	Cycloheximide cs	Shiga inhibitor	Pf growth 48h
CCOC(=O)CSc1nnc(-c2ccc(NS(=O)(=O)c3ccc(C)cc3)cc2)o1	-30%	19%	5%	0	-12	?
COC(=O)COc1cccc(NC(=O)c2cccs2)c1	.	-3%	2%	8	8	0%
CCCCN(CC)CCNC(=O)c1cc2c(=O)[nH]c3ccccc3c2s1	28%	-2%	-9%	6	-3	?
CCC(C)(C)C1CCc2[nH]nc(C(=O)NC3CCCC3)c2C1 (stereo unspecified)	?	.	3%	.	.	?
Cc1ccc(SCC(=O)OC(C)C(=O)NC2(C#N)CCCCC2)cc1 (stereo unspecified)	1%	.	30%[activator]	.	.	-9%
c1ccc2c(-c3ccncc3)c[nH]c2c1	.	3%	7.9µM*	-2	7	?
CS(=O)(=O)N1CCCC(C(=O)NCCCN2CCC(Cc3ccccc3)CC2)C1 (stereo unspecified)	0%	0%	?	-1	-8	26%
Cc1ccc(-c2nnc3c(C(F)(F)F)nc4ccccc4n23)cc1	?	4%	-3%	-4	9	?
Cc1ccc(C(=O)NCc2ccco2)cc1S(=O)(=O)N1CCOCC1	-7%	1%	0%	1	-3	?
O=C(NCCN1CCCC1=O)C1CCC(=O)N(CCc2cccc(F)c2)C1 (stereo unspecified)	13µM*	3%	25%	-3	10	24%
O=C(c1ccc(Cl)cc1)c1cnc(-c2ccc(Cl)cc2)s1	0%	5%	-6%	1	-6	-6%
O=C(Cn1cnc2ccccc21)NCCCN1CCOCC1	.	1%	5%	24*	25*	13%
CCO/C(C)=C1\C(=O)N(CC)c2ccccc21	-12%	12%	?	-3	22	1%
COC(=O)C1=C(C(=O)OC)[C@@H]2N(C)c3ccccc3[C@@]23C[C@@H](C(=O)OC)N(C(=O)CC(C)C)C3=N1	?	0%[12.9 µM]	-10%	-1	-2	?
CCOC(=O)C1CCN(C(=O)c2ccc(OCC(=O)Nc3cccc(C(F)(F)F)c3)c(OC)c2)CC1	?	.	2.8µM*	.	.	?
COC(=O)C1=C(C)N(CCc2c[nH]c3ccc(OC)cc23)C(=O)C1	?	?	-9%	-7	22	?
Cc1nn(CC(C)C)c(Cl)c1C(=O)O	8%	-3%	5%	-3	-5	17%
CCCC(=O)Nc1ccc(Cl)c(NC(=O)c2cccnc2Cl)c1	0%	0%	-4%	3	21	-7%
OC[C@@H]1[C@@H](c2ccc(F)cc2)C(c2cccc(Cl)c2)=NN1c1ccccc1	.	-14%[89.2 µM]	-28%	-3	i	.
CCN(CC(=O)N1CCN(Cc2ccccc2)CC1)S(=O)(=O)c1ccc(F)cc1	?	-4%	-27%	-1	-9	-15%

Full records, quoted from the list.
Entry for OC[C@@H]1[C@@H](c2ccc(F)cc2)C(c2cccc(Cl)c2)=NN1c1ccccc1 → Pf growth 96h = .; FBPA Giardia inh = -14%[89.2 µM]; HCV inh = -28%; Cycloheximide cs = -3; Shiga inhibitor = i; Pf growth 48h = .
Entry for COC(=O)C1=C(C)N(CCc2c[nH]c3ccc(OC)cc23)C(=O)C1 → Pf growth 96h = ?; FBPA Giardia inh = ?; HCV inh = -9%; Cycloheximide cs = -7; Shiga inhibitor = 22; Pf growth 48h = ?

The list continues:
SMILES	Pf growth 96h	FBPA Giardia inh	HCV inh	Cycloheximide cs	Shiga inhibitor	Pf growth 48h
O=C(C1COc2ccccc2O1)N1CCc2ccccc2C1 (stereo unspecified)	?	-6%	11%	29*	60*	15%
Cc1sc(CO)c(Sc2ccccc2)c1C(=O)O	-20%	1%	.	-3	-15	7%
CC(=O)Nc1ccc(S(=O)(=O)NCc2csc(C)n2)cc1	?	2%	11%	-3	-5	8%
Cc1ccc(-c2c(NCCc3ccccc3)c(=O)c2=O)cc1	-4%	3%	24%	9	22	?
O=C(O)CCCC(=O)Nc1cccc([N+](=O)[O-])c1	50%[activator]	13%	7%	-8	-9	147%[activator]
CC(C)CC(=O)/C=C/n1c(=S)oc2ccccc21	?	-7%	14µM*	2	-9	?
CSc1nc(C)cc(OCC(=O)n2nc(C)cc2C)n1	.	-10%	31%[activator]	-3	-8	17%
CCC(O)c1cc2c(cc1NC(=O)c1ccc(C)cc1)OCCO2 (stereo unspecified)	23%	-6%	7%	17	34	-28%
CCOc1ccc(-c2nnn(CC(=O)NCc3ccco3)n2)cc1OCC	i	2%	?	-2	-1	-28%
COc1ccc(OC)c(C(Nc2ccccc2)P(=O)(OC(C)C)OC(C)C)c1 (stereo unspecified)	?	1%	-9%	-2	-9	?
c1ccc2[nH]c(CSc3nc4ccccc4s3)nc2c1	-26%	3%	?	44*	55*	?
O=C(CSc1cccc2cccnc12)Nc1cc(C(=O)O)cc(C(=O)O)c1	?	25µM*	11µM*	-2	-5	-1%
COc1cc(OC)nc(Oc2cccc(C(F)(F)F)c2)n1	34%[activator]	-2%	10%	9	-5	28%
CC1CC(C)CN(C(=O)Cn2ncc3c([nH]c4ccccc43)c2=O)C1 (stereo unspecified)	-46%	2%	-6%	-3	15	26%
C#CCOc1ccc(C2C(C#N)=C(N)Oc3cc(O)ccc32)cc1 (stereo unspecified)	-12%	6%	-5%	2	.	5%
CCOc1ccc(-c2nnc3ccc(SCC(=O)N4CCCCC4)nn23)cc1	5%	4%	-9%	-1	5	15%
Cc1ccc(NC(=O)c2cc(S(=O)(=O)N(C)C)ccc2N2CCCC2)cc1F	92%[activator]	8%	.	-2	11	0%
O=C(CCCSc1nc2ccccc2s1)NC1=NCCS1	-5%	-2%	2%	18*	0	-12%
Cc1ccc(C(=O)NCC(=O)OCC(=O)N2CC(C)OC(C)C2)cc1 (stereo unspecified)	25%	.	9%	.	.	2%
Cc1cccc(NC(=O)/C(=C/c2cccc([N+](=O)[O-])c2)NC(=O)c2cccs2)c1	-1%	6%	-2%	-3	9	?
Clc1ccc2nc3c4ccccc4cnn3c2c1	?	3%	4%	62*	117*	241%[activator]
